ROC1-CUL1 inh: human ROC1-CUL1 E3 ligase inhibition; P62877+Q13616; in vitro K48 di-Ub FRET, acceptor:donor ratio, 45 min; inhibition, % at 10 µM; 0.6% of 140,000 active; AID 1347404; in the data active = inhibition above about 25%
Target sequence (P62877 whole entry, looked up): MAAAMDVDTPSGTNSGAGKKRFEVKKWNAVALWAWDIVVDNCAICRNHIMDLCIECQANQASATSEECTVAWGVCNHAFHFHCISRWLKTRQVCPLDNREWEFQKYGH
Target sequence (Q13616 whole entry, looked up): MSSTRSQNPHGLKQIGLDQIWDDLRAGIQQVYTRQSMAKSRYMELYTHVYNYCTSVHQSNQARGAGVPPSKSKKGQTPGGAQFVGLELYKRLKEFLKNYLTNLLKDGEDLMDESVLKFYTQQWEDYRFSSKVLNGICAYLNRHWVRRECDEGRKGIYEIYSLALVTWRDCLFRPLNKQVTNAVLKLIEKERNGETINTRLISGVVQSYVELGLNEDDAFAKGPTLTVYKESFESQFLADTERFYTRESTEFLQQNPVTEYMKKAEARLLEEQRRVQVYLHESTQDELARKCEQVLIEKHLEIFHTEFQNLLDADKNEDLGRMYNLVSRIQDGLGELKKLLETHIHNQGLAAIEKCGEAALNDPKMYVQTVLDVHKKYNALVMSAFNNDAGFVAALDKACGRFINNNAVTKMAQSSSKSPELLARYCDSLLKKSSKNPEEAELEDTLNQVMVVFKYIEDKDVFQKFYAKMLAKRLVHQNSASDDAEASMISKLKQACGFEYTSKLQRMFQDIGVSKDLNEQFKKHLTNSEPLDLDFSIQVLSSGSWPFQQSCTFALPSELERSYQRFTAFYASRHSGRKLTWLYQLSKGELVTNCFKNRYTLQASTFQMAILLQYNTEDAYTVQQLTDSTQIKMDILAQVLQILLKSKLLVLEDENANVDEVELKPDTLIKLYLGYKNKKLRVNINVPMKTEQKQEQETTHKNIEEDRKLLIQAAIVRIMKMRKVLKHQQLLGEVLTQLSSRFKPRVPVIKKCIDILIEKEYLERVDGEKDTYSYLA
Active calls of the source: *.

ROC1-CUL1 inh	smiles
1	Clc1ccc2c(c1)C(Br)C(Br)c1ccccc1S2 (stereo unspecified)
2	COc1ccc(-c2noc(CC(=O)Nc3ccc(C)c(F)c3)n2)cc1
-2	CCC(=O)/C=C1/Sc2ccc(OC)cc2N1CC
-2	CCCOc1ccc(C2CC(=O)NC3=C2C(=O)CCC3)cc1 (stereo unspecified)
-6	CCN(CCCNC(=O)c1cc(Nc2ccccc2OC)nc2ccccc12)c1cccc(C)c1
4	Cc1c(Cl)cccc1Nc1nc2ccccc2[nH]1
0	O=C(NCc1ccco1)N1CCN(c2cccc(Cl)c2)CC1
1	Cc1ccccc1S(=O)(=O)n1ncc(Cl)c(Cl)c1=O
-8	O=C(Oc1cccc(/C=N/NC(=O)c2cccs2)c1)c1ccc2c(c1)OCO2
1	O=C(COc1cccc(Cl)c1)Nc1nc(-c2ccc(S(=O)(=O)N3CCOCC3)cc2)cs1

Going on with the list:
ROC1-CUL1 inh	smiles
0	Cc1ccc(CN2CCC(CNC(=O)c3cnn(-c4ccccc4Cl)c3C3CCN(C(=O)OC(C)(C)C)CC3)CC2)cc1
9	Cc1ccc2oc(=O)n(CCCOc3ccccc3Cl)c2c1
2	CCCC(=O)Nc1ccc(S(=O)(=O)NC(C)(C)C)cc1
-1	CCCCN1C(=O)C(O)(c2c[nH]c3ccccc23)c2cc(Br)ccc21 (stereo unspecified)
-10	COc1ccccc1OCCCCN1CCC(C)CC1
-6	CCCOC(=O)c1ccc(NC(=O)c2cc(-c3ccc(C)c(C)c3)nc3ccccc23)cc1
-10	CCOc1ccccc1NC(=O)CC1Sc2ccccc2NC1=O (stereo unspecified)
2	Cc1ccc(C#N)c(-c2cccc(-c3ccn[nH]3)c2)n1
2	N#CC1C(=N)Oc2n[nH]c(-c3ccccc3)c2C12C(=O)Nc1ccc(Cl)cc12 (stereo unspecified)
-6	COCc1nn2c(C)c(Cl)c(C)nc2c1-c1ccccc1

Gathered by group, those above containing sulfur (7)
ROC1-CUL1 inh	smiles
1	Clc1ccc2c(c1)C(Br)C(Br)c1ccccc1S2 (stereo unspecified)
-2	CCC(=O)/C=C1/Sc2ccc(OC)cc2N1CC
1	Cc1ccccc1S(=O)(=O)n1ncc(Cl)c(Cl)c1=O
-8	O=C(Oc1cccc(/C=N/NC(=O)c2cccs2)c1)c1ccc2c(c1)OCO2
1	O=C(COc1cccc(Cl)c1)Nc1nc(-c2ccc(S(=O)(=O)N3CCOCC3)cc2)cs1
2	CCCC(=O)Nc1ccc(S(=O)(=O)NC(C)(C)C)cc1
-10	CCOc1ccccc1NC(=O)CC1Sc2ccccc2NC1=O (stereo unspecified)

Other entries follow:
ROC1-CUL1 inh	smiles
-12	Cc1ccc(-c2cs/c(=N/N=C/c3ccccc3[N+](=O)[O-])n2C)cc1
4	O=S1(=O)N=C(C(Cl)Cl)Nc2ccccc21
-2	CCOC(=O)C(Cc1ccccc1)NC(=O)Cn1nnc(-c2ccc(C)cc2)n1 (stereo unspecified)
1	CC(=O)c1cccc(NC(=O)Cc2noc3ccccc23)c1
-3	CCOC(=O)c1c(N)c(C#N)cn1C(C)C
13	CCCNC(=O)c1ccc2c(c1)OCCO2
6	c1cnc(N2CCCC(NCc3ccco3)C2)nc1 (stereo unspecified)
-2	COc1cccc(OC)c1C(=O)Nc1nc2c(s1)CCCC2
-2	CCSC(=O)NNc1ccc(Cl)nn1
7	COCOc1cc(-c2cccs2)c(OCOC)cc1-c1cccs1

Next part.
ROC1-CUL1 inh	smiles
-5	COc1ccc(NC(=O)c2c(NC(=O)COc3ccccc3)sc3c2CCCCC3)cc1
0	C=CCN1CCN(c2ccncc2S(=O)(=O)N(C)C)CC1
4	COc1ccc(-c2noc(-c3ccccc3NC(=O)c3cc(OC)c(OC)c(OC)c3)n2)cc1
1	CCN(CC)c1ccc(NC(=O)C2CCCCC2)c(C)c1
8	C=C(C)CN1N=C(C)C(C)n2c1nc1c2c(=O)n(CC(=C)C)c(=O)n1C (stereo unspecified)
-10	CCOCCc1nn2c(=O)cc(COC(=O)c3ccccc3NC(=O)c3ccccc3F)nc2s1
3	O=[N+]([O-])c1ccc(/C=N/N2CCN(c3ccncc3S(=O)(=O)N3CCCCC3)CC2)cc1
-4	CCCN(CCC)C(=O)c1nn(C)c2c1CSc1ccccc1-2
3	COCCNC1CCN(c2ccc(NC(=O)CCCCc3ccccc3)cc2)CC1
-8	Cc1cc(-c2nc(-c3c(C)ncc4c3CCNC4)no2)cc(=O)[nH]1

(next part)
ROC1-CUL1 inh	smiles
3	Cc1ccc2nc(CSc3nnc(NC(=O)CC(C)C)s3)cc(=O)n2c1
-13	CC(=O)Nc1ccc(S(=O)(=O)NC2(C(F)(F)F)NC(=O)N(c3ccccc3F)C2=O)cc1 (stereo unspecified)
-3	CSc1nc(-c2ccccc2)nn1S(=O)(=O)c1ccc(C)cc1
-9	COc1ccc(NC(=O)Cc2noc3ccccc23)cc1
45*	Cc1ccc(/C=C/C(=O)Nc2cccnc2)o1
0	CC(c1ccon1)N(C)C(=O)c1cn(Cc2ccccc2F)nn1 (stereo unspecified)
5	COc1ccc(C(=O)OCCN2CCCCC2)cc1OC
2	CCn1cc(C(=O)OCC(=O)Nc2ccc(F)cc2F)c(=O)c2ccc(C)nc21
3	COc1cccc(/C=N/Nc2nnnn2-c2cccc3ccccc23)c1
7	NCc1ccccc1Sc1ccc(O)cc1

Brought forward from above: 2 compounds; new compounds follow.
ROC1-CUL1 inh	smiles
3	COc1cccc(/C=N/Nc2nnnn2-c2cccc3ccccc23)c1
7	NCc1ccccc1Sc1ccc(O)cc1
-5	COc1ccc(NC(=O)Nc2nnc(C)s2)cc1
-11	Cc1ccc(NC(NC(=O)c2cccs2)C(=O)c2ccccc2)cc1 (stereo unspecified)
-2	O=C1COc2ccc(S(=O)(=O)N3CCOCC3)c3c2N1CCC3
-7	N#C/C(=C/c1ccncc1)c1nc(-c2ccc(Cl)cc2)cs1
5	CCCCN1C(=O)/C(=C2/Sc3ccccc3N2C)SC1=Nc1c(C)n[nH]c1C
7	CCN(CC)c1ccc(/C=N/Nc2ccc([N+](=O)[O-])cc2)c(O)c1
-3	Cc1cccc(C)c1NC(=O)Nc1csc2c1CCCC2
0	CCOC(=O)c1cc(-c2ccccc2)sc1NC(=S)NCc1cccnc1
0	C=CCn1c(Cc2n[nH]c(=S)n2CC=C)n[nH]c1=S
11	O=C(c1ccc(NC2CC2)nc1)N1CCCN(c2ncccn2)CC1

Continuation:
ROC1-CUL1 inh	smiles
-9	COC(=O)NCC1c2ccccc2CCN1C(=O)OC (stereo unspecified)
10	Nc1ccccc1C(=O)Nc1cccc(Cl)c1
-8	Oc1ccccc1/C=N/Nc1nnc2c(n1)[nH]c1ccccc12
4	Cc1cc(-c2ccccc2)c(C#N)c(=O)n1C(=O)c1ccccc1F
0	Fc1ccc2nc(CN(Cc3cccnc3)CC3CCCN(C4CCCCC4)C3)[nH]c2c1 (stereo unspecified)
0	CC(=O)Nc1cc2nc3ccccc3nc2cc1NC(C)=O
10	COc1c(OC)c2c(ccn2COCc2ccccc2)c2ccn(COCc3ccccc3)c12
-10	COCc1ccc(CN2CCCC(CNC(=O)COc3ccccc3OC)C2)o1 (stereo unspecified)
-1	CCCCOc1ccc(N2C(=O)CC(Nc3nc4ccccc4n3CC)C2=O)cc1 (stereo unspecified)
9	OCC1(Cc2ccccc2F)CCCN(Cc2cc3c(cc2Cl)OCO3)C1 (stereo unspecified)

More entries.
ROC1-CUL1 inh	smiles
29*	O=C1C(=O)N(c2ccccn2)C(c2ccccc2Cl)C1C(=O)c1ccccc1 (stereo unspecified)
9	c1cc2c(s1)C1(CCCCC1)c1sccc1CC2
-7	Cc1nn(C)c2c1c(C(F)(F)F)cc(=O)n2CC(=O)Nc1ccc(F)cc1F
5	N#CCSc1nc2ccc(N)cc2s1
18	COC(F)(C(=O)Nc1sc2c(c1C#N)CCCC2)C(F)(F)F (stereo unspecified)
1	COc1ccc(-c2nn(-c3ccccc3)cc2-c2nc(-c3ccccc3)c(-c3ccccc3)[nH]2)cc1
-4	Fc1cccc(CSc2nnc(-c3cccc(F)c3)n2-c2ccccc2)c1
11	COc1ccc(Oc2c(C(F)(F)F)oc3cc(OCc4ccccc4)ccc3c2=O)cc1
0	CN(Cc1ccccc1)C(=O)C1CCN(S(=O)(=O)c2ccc3nc4c(c(C(=O)O)c3c2)CCCC4)CC1
6	COc1ccc(C(=O)Nc2ccc(C)cn2)cc1OC

Next compounds follow:
ROC1-CUL1 inh	smiles
-5	Cc1ccc(-c2onc(C)c2C)cc1S(=O)(=O)NCc1cccs1
1	CCC1(C)Nc2ccccc2-c2nnc(SCC(=O)O)nc2O1 (stereo unspecified)
-5	C=C(C)C1CC=C(C)/C(=N/NC(=O)c2ccc(NC(=O)c3ccc(C(C)(C)C)cc3)cc2)C1 (stereo unspecified)
-7	c1cncc(CNc2ncnc3sc4c(c23)CCC4)c1
0	COc1cccc([C@@H]2C[C@H]3CN(C4CCCC4)C(=O)[C@]34CCCN24)c1
5	COc1ccc(/C=C2\OC(=O)Cc3cc(OC)c(OC)cc32)cc1OC
-13	COCC(C)NC(=O)c1cccc(NS(C)(=O)=O)c1C (stereo unspecified)
2	C=CCC(=O)N1CCCCC1C(=O)Nc1ccc(-n2nc(C)cc2C)cc1 (stereo unspecified)
0	Cc1cc(Br)ccc1OCC(=O)NNC(=O)c1cc2ccccc2cc1O
-20	COCC1CCN(C(=O)CC(c2ccccc2)c2ccccc2Cl)CC1 (stereo unspecified)

Three entries already listed, sorted by number of heavy atoms, rising.
ROC1-CUL1 inh	smiles
-7	c1cncc(CNc2ncnc3sc4c(c23)CCC4)c1
0	COc1cccc([C@@H]2C[C@H]3CN(C4CCCC4)C(=O)[C@]34CCCN24)c1
-20	COCC1CCN(C(=O)CC(c2ccccc2)c2ccccc2Cl)CC1 (stereo unspecified)

(more compounds)
ROC1-CUL1 inh	smiles
5	CC(C)(C)NS(=O)(=O)c1ccc(CCC(=O)NCc2ccco2)cc1
4	COc1ccc(CSc2n[nH]c(-c3ccccc3OC)n2)cc1Br
-3	O=C(Cc1ccc(NC(=O)N2CCCCc3ccccc32)cc1)NCc1ccccc1Br
2	Cc1ccc2nc(-c3ccc(NC(=O)COc4c(C)ccc(C)c4C)cc3)sc2c1
-7	Cc1ccccc1CSCC(=O)NCCSC1CCCCC1
-12	Cc1ccc(C)c(-n2c(-c3csc(C)c3)n[nH]c2=S)c1
4	COC(=O)C(OC(=O)c1ccccc1)=C1c2ccccc2-c2ccccc21
2	CCSc1nn(CC(=O)Nc2ccc(C(=O)OC)cc2)c(N)c1S(=O)(=O)c1ccc(C)cc1
-2	CCC(NC(=O)c1ccoc1C)c1ccccc1 (stereo unspecified)
-3	Cc1cnc2ncc3cscc3c2c1

Going on with the list.
ROC1-CUL1 inh	smiles
1	COCC1CCN(Cc2c(C(=O)N(C)CCc3ccccc3)nc3sccn23)C1 (stereo unspecified)
-11	CN1CCN(c2nc(N3CCN(c4ccccc4)CC3)ncc2F)CC1
1	Cc1cc(Cl)ccc1NC(=O)CN1CCC(C)CC1
-1	CC(C)c1ccc(OCC(=O)N2CCCC2)c(Br)c1
-1	CCCc1nnc(NC(=O)Cc2coc3ccc(C(C)C)cc23)s1
2	COc1ccc(NC(=O)c2cc(-c3ccc4c(c3)OCO4)on2)c(OC)c1
-3	CCC(C)NC(=O)c1ccc2c(c1)N(Cc1ccccc1F)C(=O)c1ccccc1S2=O (stereo unspecified)
8	COCCN(CC1CCN(Cc2ccccc2F)CC1)C(=O)c1ccoc1
-4	COC(=O)C1C(=N)OC2=C(C(=O)CC(C)(C)C2)C1c1cccc(Cl)c1 (stereo unspecified)
8	COc1cccc(OCc2cc(C(=O)NCc3ccccn3)no2)c1

Other records follow:
ROC1-CUL1 inh	smiles
13	CCOC(=O)C1(CCOc2ccccc2)CCCN(C(=O)c2cc(=O)n(C)c(=O)n2C)C1 (stereo unspecified)
-6	CC(C)(C)c1cc(C(=O)N2CCc3ccccc32)ccn1
10	C=C(C)COc1ccc(NC(=O)C(C)(C)C)cc1
-2	CCOC(=O)c1c(NS(=O)(=O)c2cc(Cl)ccc2OC)sc2c1CCCC2
-9	COc1ccc(NC(=O)c2cccnc2)cc1OCC(C)C
1	CC(C)(C)c1ccc(Oc2nc3ccccn3c(=O)c2/C=C(\C#N)c2nc3ccccc3s2)cc1
10	CC1C(=O)CCS(=O)C12c1ccccc1-c1ccccc12 (stereo unspecified)
95*	Nc1c(S(=O)(=O)O)cc(Nc2ccc(-c3ccc(Nc4cc(S(=O)(=O)O)c(N)c5c4C(=O)c4ccccc4C5=O)cc3)cc2)c2c1C(=O)c1ccccc1C2=O
2	CCc1noc(C)c1C(=O)NCc1cccs1
-3	O=C1CC(c2ccc(Cl)cc2)N=C(NC(=O)c2ccccc2)N1 (stereo unspecified)

Other structures.
ROC1-CUL1 inh	smiles
4	O=C(NCCSCc1c(F)cccc1Cl)C1CCN(S(=O)(=O)Cc2ccccc2)CC1
4	Cn1c(=O)c2c(nc(N3CCc4ccccc4C3)n2Cc2ccccc2F)n(C)c1=O
-2	COCCCNC(=O)c1c(NC(=O)c2nc(S(C)(=O)=O)ncc2Cl)sc2c1CCCC2
1	Nc1nc2ccccc2n1/N=C/c1ccc([N+](=O)[O-])o1
-5	Cc1ccc(C2=Nc3ccccc3N(CC(=O)Nc3cccc(F)c3)C(=O)C2)cc1C
-5	COc1ccc(S(=O)(=O)c2c(C)cc(C)cc2C)cc1
-1	COC1(OC)C(C=Cc2ccc(C)cc2)C(C#N)(C#N)C1(OC)OC (stereo unspecified)
-5	C=CCSc1ncc(C#N)c2c1CCCC2
-5	Cc1cc(C)c(NC(=O)CSc2nnc(Cc3ccccc3)n2C)c(C)c1
4	CSCCC(NC(=O)c1ccccc1)C(=O)OCC(=O)Nc1ccc(C)c(Cl)c1 (stereo unspecified)

Reprinted from the part before: two entries, followed by the next part.
ROC1-CUL1 inh	smiles
-5	Cc1cc(C)c(NC(=O)CSc2nnc(Cc3ccccc3)n2C)c(C)c1
4	CSCCC(NC(=O)c1ccccc1)C(=O)OCC(=O)Nc1ccc(C)c(Cl)c1 (stereo unspecified)
1	c1nnc(N2CCCCC2)c2c1Sc1c(cnnc1N1CCCCC1)S2
2	COC(=O)c1ccccc1OS(=O)(=O)c1ccccc1
4	CN(Cc1ccccc1)C(=S)NC(=O)Cc1cccc2ccccc12
8	CC12CCC(C(=O)Nc3ccc(F)cc3)(c3nc4ccccc4nc31)C2(C)C (stereo unspecified)
-2	O=c1[nH]cnc2nc(-c3ccc(Cl)cc3)cnc12

Some of the compounds tested, so the mix of outcomes need not match the whole.
